Screening results: PubChem, Fisher Drug Discovery Resource Center
NPYLR7 agonist – mosquito NPYLR7 agonism; HEK293T NPYLR7/Galpha15, GCaMP6s calcium fluorescence; activation, % at 10 µM; 0.15% of 270,000 active; AID 1259423; in the data active = activation above about 40%;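 note: 0% = vehicle and 100% = reference agonist at the receptor; some compounds past the cut are filed as inactive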
mcGAS lum – blocks mouse cGAS activity. inhibition, % at 12.5 µM. recombinant cGAS, Kinase-Glo ATP depletion luminescence. 0.15% of 160,000 active;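 note: 0% = negative control wells and 100% = reference inhibitor with no enzyme activity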
hcGAS lum – inhibitors of human cGAS; Q8N884; 0.081% of 290,000 active; inhibition, % at 12.5 µM; recombinant h-cGAS, ATP depletion, Kinase-Glo luminescence;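 note: 0% = vehicle reaction and 100% = reaction without DNA for no activity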
Target sequence (Q8N884 whole entry, looked up): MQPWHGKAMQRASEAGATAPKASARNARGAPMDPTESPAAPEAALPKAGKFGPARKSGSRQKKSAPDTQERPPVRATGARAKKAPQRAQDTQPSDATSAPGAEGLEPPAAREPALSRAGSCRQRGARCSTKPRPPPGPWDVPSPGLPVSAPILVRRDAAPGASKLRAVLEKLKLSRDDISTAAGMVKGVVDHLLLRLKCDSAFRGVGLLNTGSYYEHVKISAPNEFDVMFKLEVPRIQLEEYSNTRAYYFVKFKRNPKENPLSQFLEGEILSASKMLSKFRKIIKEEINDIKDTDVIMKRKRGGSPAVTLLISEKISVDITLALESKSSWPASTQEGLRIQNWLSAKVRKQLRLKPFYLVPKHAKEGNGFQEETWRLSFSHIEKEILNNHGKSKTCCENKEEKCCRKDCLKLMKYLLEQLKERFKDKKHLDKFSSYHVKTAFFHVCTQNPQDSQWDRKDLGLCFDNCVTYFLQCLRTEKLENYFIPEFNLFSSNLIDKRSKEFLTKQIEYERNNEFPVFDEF
Starred values were filed as active, the others as inactive; x = no result given; & = joins results of further samples. Cut-off read from the data, not from the text of the source, unless noted: active = inhibition above about 40%; inactive = the rest.

1) O=S(=O)(NC1CC1)c1ccc(F)c(F)c1F
2) FC(F)(F)c1cc(N2CCN(C3CCCC3)CC2)c2ccccc2n1
3) CC(C)CNC(=O)C(NC(=O)c1ccccc1F)C1CCN(C(=O)c2ccc(Cl)cc2)CC1 (configuration not stated)
4) CCc1nnc(NC(=O)CCN2C(=O)/C(=C/c3ccc(Cl)cc3)SC2=S)s1
5) O=C(NC1Cc2ccccc2C1)c1ccc(-c2cc(-c3cccc(C(F)(F)F)c3)n[nH]2)cc1
6) COc1ccc(/C=N\Nc2ccc3c(Cl)cc(Cl)c(O)c3n2)c(OC)c1OC
7) O=c1[nH]cnc2c1nnn2-c1ccc(F)cc1
8) CC1CCN(CC2CCCN(C(=O)C3CCCN3C(=O)C(C)(C)C)C2)CC1 (configuration not stated)
Compound	1	2	3	4	5	6	7	8
NPYLR7 agonist	-1	4	-3	-5	25	-4	-2	1
mcGAS lum	-4	x	x	-8	-8	3	x	x
hcGAS lum	-5	-6	-5	-3	-6	2	1	-3

9) Cc1cc(C)c(NC(=O)CCCNC(=O)c2cccs2)c(C)c1
10) Cc1nc(C)c(Cc2ccc([N+](=O)[O-])cc2)c(N2CCN(C(=O)c3cccc(Br)c3)CC2)n1
11) O=C1CN(Cc2ccc(-c3ccccc3)cc2)CC2N1C1CCC2(O)CC1 (configuration not stated)
12) Cn1c(O)c(C(c2cccc(C(F)(F)F)c2)c2c(O)n(C)c(=S)[nH]c2=O)c(=O)[nH]c1=S
13) COc1cccc(NC(=O)NC(C)c2nnc(SCc3ccccc3)n2-c2ccc([N+](=O)[O-])cc2)c1 (configuration not stated)
14) COc1cccc(C2=C(C(C)=O)Sc3nnc(-c4ccccc4)n3N2C(C)=O)c1
15) NC(=O)CCn1cc(-c2ccc(F)cc2Cl)cn1
16) N#Cc1ccccc1COC1C[C@](OCc2cccc(C(F)(F)F)c2)(C(=O)NCc2ccco2)C[C@@H](O)[C@H]1O (some centres not stated)
Compound	9	10	11	12	13	14	15	16
NPYLR7 agonist	-8	-4	23	1	17	1	1	1
mcGAS lum	x	-2	-7	10	-5	x	x	1
hcGAS lum	-4	2	-6	4	-3	-1	-8	-3

17) Cc1cc(-c2cccc(F)c2)nnc1NCc1cnn(C)c1
18) COCC(=O)N(CCN(C)C)Cc1cc(Cl)ccc1OS(=O)(=O)c1ccc(NC(C)=O)cc1
19) C=CCCC(O)CN(Cc1ccco1)Cc1c(C)nn(-c2ccccc2)c1Oc1cccc(F)c1 (configuration not stated)
20) COCCCNC(=O)C(NC(=O)c1cccc(C)c1)C1CCN(C(=O)c2ccccc2OC)CC1 (configuration not stated)
21) Cc1c(C(=O)NC2CCCCC2)oc2ccccc12
22) N#CCOC(=O)c1ccc([N+](=O)[O-])o1
23) O=C(NN(c1ccccc1)c1ccccc1)C1CCCC1
24) CN1CC2(CCCN(C(=O)Nc3ccccc3)CC2)OC1=O (configuration not stated)
Compound	17	18	19	20	21	22	23	24
NPYLR7 agonist	1	-1	-2	12	9	1	-2	6
mcGAS lum	x	2	-6	-3	x	-5	x	x
hcGAS lum	4	4	-8	-4	-11	-2	-6	-1

25) Cc1c(Br)c(C(=O)N2CCN3CCCC3C2)nn1C (configuration not stated)
26) Cc1ccccc1S(=O)(=O)NC(=O)C1(C)CCN1C(=O)c1cccc2ccccc12 (configuration not stated)
27) COCCN(CC(=O)N1CCc2sccc2C1COc1ccccc1F)C(=O)c1cccs1 (configuration not stated)
28) CN1CCN2C[C@@H](NC(=O)C3=CC(=O)CC(C)(C)O3)C[C@H]2C1
29) Cc1csc(=O)n1CCSc1nnc(-c2ccc3c(c2)OCO3)o1
30) COc1ccc(NC2CCCN(C(=O)CCOc3ccccc3)C2)cc1 (configuration not stated)
31) O=C(c1cccc(Cl)c1)N(Cc1ccco1)Cc1nc2cc(Cl)ccc2o1
32) COc1c(F)cc(C(=O)N2CCC(c3ccc(C(=O)O)cc3)C2)cc1F (configuration not stated)
Compound	25	26	27	28	29	30	31	32
NPYLR7 agonist	0	0	-2	-6	-2	3	4	0
mcGAS lum	x	x	-5	x	1	x	-7	x
hcGAS lum	4	-11	-3	0	9	-8	-7	-3

33) CC1(C(=O)N2CCCC2)CCN1C(=O)c1ccccc1CCc1ccccc1 (configuration not stated)
34) CNc1ccccc1C(=O)N(C)C(C)c1ccc(OC)cc1 (configuration not stated)
35) CC(=O)OCC(=O)[C@@]1(O)CCC2C3CCC4=CC(=O)CC[C@]4(C)C3C(=O)C[C@@]21C (some centres not stated)
36) CC(C)NC(=O)C1(C)CCN1C(=O)c1cccs1 (configuration not stated)
37) O=C(CN1CCOCC1)NC1C2CC3CC(C2)CC1C3 (configuration not stated)
38) CS(=O)(=O)c1cc(C(=O)NC2(c3ccccc3)CCC2)ccc1Cl
39) COCCNC(=O)c1cc(N2CCCN(C)CC2)ccn1
40) CN(C)C(=O)c1ccc(NC(=O)CSc2ncc3ccccn23)cc1
Compound	33	34	35	36	37	38	39	40
NPYLR7 agonist	0	5	-12	7	18	-1	10	5
mcGAS lum	-3	-17	x	-8	-9	x	x	-9
hcGAS lum	-7	-2	-2	-13	-7	3	-3	-5

41) Cn1cccc1C(CNC(=O)C1CCCCC1)N1CCc2ccccc2C1 (configuration not stated)
42) N#CCC(Cc1ccccc1)c1ccco1 (configuration not stated)
43) O=C(Nc1cccc2ccccc12)N1CCCC(C2OCCO2)C1 (configuration not stated)
44) Cc1csc(NC(=O)CN(Cc2ccc(O)cc2)CC2CC2)n1
45) Cc1ccc(CN(Cc2ccccc2)C(=O)CN(CC(C)C)C(=O)Nc2ccc(F)c(F)c2)o1
46) O=C(Cn1nc(C2CC2)c2cnn(-c3ccccc3)c2c1=O)Nc1ccc(F)cc1
47) COc1ccc(C(=O)N(CC(=O)N2CCc3sccc3C2c2ccc(Cl)cc2Cl)Cc2ccco2)c(OC)c1 (configuration not stated)
48) NC(=O)c1c(N)sc2c1CCCCC2
Compound	41	42	43	44	45	46	47	48
NPYLR7 agonist	-3	22	-2	1	2	11	3	1
mcGAS lum	-8	x	x	x	-6	x	-5	x
hcGAS lum	-5	-5	-5	-8	-7	-6	4	0

49) c1nc(N2CCN(CCN3CCCC3)CC2)c2c3c(sc2n1)CCCCC3
50) Cc1cc(Cl)ccc1N1CCNC(C)C1=O (configuration not stated)
51) Cc1ccccc1-c1ccc2c(c1)COCC(=O)N2CC1CC1
52) OCC(O)CSCc1sccc1Br (configuration not stated)
53) NC(=O)CN1CCN(c2nc(C=Cc3ccccc3)nc3sc4c(c23)CCCC4)CC1
54) COc1cccc(Cc2nnc(NC(=O)COC3CCCC3)s2)c1
55) Cc1cccc(C2c3[nH]c4ccccc4c3CCN2C(=O)CN2CCCCC2=O)c1 (configuration not stated)
56) Cc1ccn2c(=O)c(NC(=O)CCCc3ccccc3)c(C)nc2c1
Compound	49	50	51	52	53	54	55	56
NPYLR7 agonist	0	-2	8	4	3	-2	6&11	5
mcGAS lum	x	x	x	x	x	x	x	x
hcGAS lum	-8	-9	-3	-5	-7	-9	-6&-6	-10

19 of these compounds, reformatted.
Order of values: NPYLR7 agonist	mcGAS lum	hcGAS lum
#38 CS(=O)(=O)c1cc(C(=O)NC2(c3ccccc3)CCC2)ccc1Cl
    -1	x	3
#39 COCCNC(=O)c1cc(N2CCCN(C)CC2)ccn1
    10	x	-3
#40 CN(C)C(=O)c1ccc(NC(=O)CSc2ncc3ccccn23)cc1
    5	-9	-5
#41 Cn1cccc1C(CNC(=O)C1CCCCC1)N1CCc2ccccc2C1 (configuration not stated)
    -3	-8	-5
#42 N#CCC(Cc1ccccc1)c1ccco1 (configuration not stated)
    22	x	-5
#43 O=C(Nc1cccc2ccccc12)N1CCCC(C2OCCO2)C1 (configuration not stated)
    -2	x	-5
#44 Cc1csc(NC(=O)CN(Cc2ccc(O)cc2)CC2CC2)n1
    1	x	-8
#45 Cc1ccc(CN(Cc2ccccc2)C(=O)CN(CC(C)C)C(=O)Nc2ccc(F)c(F)c2)o1
    2	-6	-7
#46 O=C(Cn1nc(C2CC2)c2cnn(-c3ccccc3)c2c1=O)Nc1ccc(F)cc1
    11	x	-6
#47 COc1ccc(C(=O)N(CC(=O)N2CCc3sccc3C2c2ccc(Cl)cc2Cl)Cc2ccco2)c(OC)c1 (configuration not stated)
    3	-5	4
#48 NC(=O)c1c(N)sc2c1CCCCC2
    1	x	0
#49 c1nc(N2CCN(CCN3CCCC3)CC2)c2c3c(sc2n1)CCCCC3
    0	x	-8
#50 Cc1cc(Cl)ccc1N1CCNC(C)C1=O (configuration not stated)
    -2	x	-9
#51 Cc1ccccc1-c1ccc2c(c1)COCC(=O)N2CC1CC1
    8	x	-3
#52 OCC(O)CSCc1sccc1Br (configuration not stated)
    4	x	-5
#53 NC(=O)CN1CCN(c2nc(C=Cc3ccccc3)nc3sc4c(c23)CCCC4)CC1
    3	x	-7
#54 COc1cccc(Cc2nnc(NC(=O)COC3CCCC3)s2)c1
    -2	x	-9
#55 Cc1cccc(C2c3[nH]c4ccccc4c3CCN2C(=O)CN2CCCCC2=O)c1 (configuration not stated)
    6&11	x	-6&-6
#56 Cc1ccn2c(=O)c(NC(=O)CCCc3ccccc3)c(C)nc2c1
    5	x	-10

The listing continues.
57) COc1ccc([C@@H](C)NC(=O)N2CCC(O)(c3ccc(C)cn3)CC2)cc1
58) Cc1nnc(-c2ccc(C(=O)NCCc3ccc(C(F)(F)F)cc3)cc2)o1
59) CCOC(=O)c1cc(-c2ccc(F)cc2)n(C2CCN(C(=O)C(=O)OC)CC2)n1
60) Cc1nn(C)c(Cl)c1CNC(C)C(C)n1cccn1 (configuration not stated)
61) Cc1noc(CSCC(=O)Nc2cc3c(C)cc(=O)oc3cc2C)n1
62) Clc1ccc2nc(CSc3ncnc4sccc34)[nH]c2c1
63) CC(=O)Nc1ccc(CC2CCN(C(=O)Nc3ccccc3C)CC2)cc1
64) CC(C)C(=O)N1CCC1(C)C(=O)NCc1cc(Cl)ccc1F (configuration not stated)
Compound	57	58	59	60	61	62	63	64
NPYLR7 agonist	17	11	5	7&-1	-5	2	3	5
mcGAS lum	x	x	1	-1	x	x	-5	-7
hcGAS lum	-4	4	5	-9&-1	-4	-2	-5	-16

Three structures already listed, sorted by molar mass, lowest first:
62) Clc1ccc2nc(CSc3ncnc4sccc34)[nH]c2c1
58) Cc1nnc(-c2ccc(C(=O)NCCc3ccc(C(F)(F)F)cc3)cc2)o1
59) CCOC(=O)c1cc(-c2ccc(F)cc2)n(C2CCN(C(=O)C(=O)OC)CC2)n1
Compound	62	58	59
NPYLR7 agonist	2	11	5
mcGAS lum	x	x	1
hcGAS lum	-2	4	5

Following part.
65) O=C(c1ccco1)N1CCN(Cc2cn[nH]c2-c2cc3ccccc3o2)CC1
66) CNC(=O)c1cc(C)ccc1NCC(=O)Nc1ccc(Cl)cn1
67) CN(CC(=O)N1CCC(c2ccccc2)=N1)S(=O)(=O)c1ccc(Cl)cc1
68) CCN(CC)C(=O)C(NC(=O)c1ccccc1F)C1CCN(C(=O)c2ccccc2OC)CC1 (configuration not stated)
69) CCOc1cc(C(=O)Nc2ccc(NS(C)(=O)=O)cc2)ccc1OC
70) C=CCC1(O)C(=O)N2C(=C1C(=O)N1CCOCC1)c1ccccc1CC2(C)C (configuration not stated)
71) CC(C)[C@H](NC(=O)c1ccco1)C(=O)O
72) Cc1noc(-c2cccc(C(F)(F)F)c2)c1C(=O)NC1CCc2ccccc21 (configuration not stated)
Compound	65	66	67	68	69	70	71	72
NPYLR7 agonist	-2	15	12	22	0	-2	6	5
mcGAS lum	x	x	x	-5	0	-4	x	-9
hcGAS lum	4	-8	-7	-7	3	3	-3	-8

73) O=C1NCCC[C@@H]1NC(=O)[C@H]1CN(C(=O)CS(=O)(=O)c2ccccc2)CCN1C(=O)NC1CCCCC1
74) COCCn1ccc2nc3ccn(CCO)c(=O)c3cc2c1=O
75) COc1ccccc1CNC(=O)CC1C(=O)NCCN1Cc1ccccc1C(F)(F)F (configuration not stated)
76) COc1cc(N2CCN(Cc3cccc(OC)c3F)CC2)nc(OC)n1
77) O=C(CC1CCCCC1)N[C@@H]1CN(c2ccncn2)C[C@H]1CO
78) COc1cccc(CN(CCC(C)C)CC(O)COC(C)(C)C)c1OC (configuration not stated)
79) CCC(=O)Nc1ccc(C)c(NC(=O)c2ccc3c(c2)CCO3)c1
80) O=C(NCc1ccco1)c1ccc(-c2cc(-c3ccc(Cl)cc3)[nH]n2)cc1
81) Cc1nnc(CN(C)C(=O)NC(C2CCCC2)C2CCCC2)n1C
82) O=C(NCC1CC1)c1ccc(-n2cccn2)c(F)c1
83) COc1ccc(CN2CC34C=CC(O3)C(C(=O)N3CCCC5CCCCC53)C4C2=O)c(OC)c1 (configuration not stated)
Compound	73	74	75	76	77	78	79	80	81	82	83
NPYLR7 agonist	-9	3	2	3	x	-1	1	3	-1&3	8	0
mcGAS lum	2	x	-5	-13	-6	-2	x	-5	-2	x	x
hcGAS lum	5	-1	0	1	-13	-1	-19	-5	1&4	-5	-7
